Rtt109 HAT inh = C. albicans Rtt109 histone acetyltransferase inhibition. Q5AAJ8. purified Rtt109/Vps75, ThioGlo CoA-SH fluorescence, 4 h. actives 0.16% (n = 330,000). inhibition, % at 34.9 µM. AID 540336;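 active = inhibition of at least 50% in every replicate; inconclusive = best replicate reaches 50% inhibition but some replicates fall short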
Target sequence (Q5AAJ8 whole entry, looked up): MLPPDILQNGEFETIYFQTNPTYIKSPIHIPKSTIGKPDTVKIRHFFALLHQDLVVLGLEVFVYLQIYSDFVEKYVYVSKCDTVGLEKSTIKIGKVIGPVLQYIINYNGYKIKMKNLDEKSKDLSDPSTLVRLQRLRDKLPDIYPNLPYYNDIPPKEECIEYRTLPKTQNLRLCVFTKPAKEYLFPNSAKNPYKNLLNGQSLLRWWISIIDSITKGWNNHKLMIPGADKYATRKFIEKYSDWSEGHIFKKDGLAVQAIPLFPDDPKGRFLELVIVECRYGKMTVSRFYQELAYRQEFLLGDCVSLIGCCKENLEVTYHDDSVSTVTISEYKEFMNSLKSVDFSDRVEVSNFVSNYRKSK
DAGLB inhibitor = diacylglycerol lipase beta (human) inhibition. Q8NCG7. HEK293T DAGLB membrane lysate, EnzChek fluorogenic substrate. inhibition, % at 5.17 µM. actives 0.059% (n = 340,000); in the data active = inhibition above about 34%;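 note: 0% = enzyme with vehicle and 100% = wells lacking enzyme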
CAL PDZ FP = human CAL PDZ-peptide interaction inhibition; Q9HD26; purified CAL PDZ, TMR-peptide fluorescence polarization, 1 h; inhibition, % at 20 µM; actives 0.02% (n = 330,000);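 active = highest replicate inhibition of at least 40%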;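 note: plate controls were DMSO neutral control wells for no effect and unlabeled competitor peptide control wells for full effect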
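Test system: tagged CAL PDZ domain / Buffer or medium: sodium phosphate/NaCl buffer pH 7.4 with TCEP, IgG, Thesit / Reagent: TMR-labelled reporter peptide T*-PRC34 bound in PDZ groove / Compound dosing: single point, 20 µM / Schedule: 1 h incubation at room temperature before polarization reading / Technique: fluorescence polarization (mP) / Benchmarks: unlabelled peptide, DMSO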
Ecoli viability = reduces bacterial viability in AddAB counter-screen. actives 0.27% (n = 330,000). inhibition, % at 11.9 µM. E. coli V3065 growth, OD600 absorbance, 18 h;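 active = inhibition above the campaign's mean inhibition across all tested compounds plus 3 SD, cut at about 9.9% in these data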;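 note: uninfected addAB+ strain grown without phage in ampicillin broth; 0% = DMSO wells and 100% = ciprofloxacin 0.95 µg/ml wells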
AddAB inh = less growth of phage-infected E. coli with AddAB | E. coli expressing H. pylori AddAB, absorbance growth | inhibition, % at 11.9 µM | actives 0.29% (n = 330,000) | AID 435030; in the data active = inhibition above about 12%;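 note: 0% = vehicle wells of infected cells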
Wnt act = activators of Wnt/beta-catenin signaling | Wnt/beta-catenin reporter cell assay, activator, plate reader | activation, % at 9.35 µM | actives 1.2% (n = 300,000) | AID 743398; in the data active = activation above about 30%, passing the limit was not always enough; inconclusive = no clear call, values can overlap the other calls;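 note: 0% = neutral control wells and 100% = positive control wells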
PfHsp90 yeast 2 = inhibits growth of yeast expressing Plasmodium falciparum Hsp90; S. cerevisiae expressing PfHsp90, BacTiter-Glo ATP, 48 h; yeast lacking PDR1 and PDR3 efflux regulators; inhibition, % at 9.4 µM; actives 0.32% (n = 310,000); AID 504621;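 active = every replicate shows inhibition above about 80%, whatever the replicate mean, limit read from the data; inconclusive = mean inhibition reaches the set limit but some replicate falls short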;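 note: 0% = DMSO neutral controls and 100% = 20 µM radicicol positive controls; yeast relying on Plasmodium falciparum Hsp90 in place of its own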
Tat export inh = blocks Tat-dependent protein export in E. coli; E. coli MC4100 TorA-mCherry Tat export, fluorescence; actives 0.036% (n = 340,000); inhibition, % at 10 µM;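 active = mean replicate inhibition at least 50% and at least half of replicates individually reaching 50%; inconclusive = only one of the two criteria met; inactive = neither criterion met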;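 note: exported cargo escapes ClpAP degradation while cytoplasmic cargo is degraded and loses fluorescence; 0% = median of neutral control wells and 100% = median of NaSCN control wells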
PvdQ acylase = P. aeruginosa PvdQ acylase inhibition | actives 0.063% (n = 340,000) | inhibition, % at 10 µM | purified PvdQ acylase, fluorescence plate reader; in the data active = inhibition above about 30%, passing the limit was not always enough; inconclusive = no clear call, values can overlap the other calls;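 note: 0% = vehicle neutral wells and 100% = reference inhibitor wells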
phage Ecoli inh = E. coli growth loss with phage present; inhibition, % at 11.9 µM; growth absorbance; AID 651602; actives 0.26% (n = 360,000); in the data active = inhibition above about 11%
* = called active by the depositor; ? = inconclusive; . = not tested or not shown; & = joins results of further samples.

entry	compound	Rtt109 HAT inh	DAGLB inhibitor	CAL PDZ FP	Ecoli viability	AddAB inh	Wnt act	PfHsp90 yeast 2	Tat export inh	PvdQ acylase	phage Ecoli inh
1	COc1cccc(C(C(=O)NC2CCCC2)N(Cc2ccc(C)cc2)C(=O)c2ccco2)c1OC (stereo unspecified)	-4	-2	-1.4	1.5	1.9	.	11	-5	5	0.3
2	COc1cccc(N(CC(=O)NCC2CCCO2)C(=O)CNS(=O)(=O)c2ccccc2)c1 (stereo unspecified)	-12	-2	0.8	0.0	2.1	0	8	-4	2	1.4
3	CCOC(=O)c1c(-c2ccc(F)cc2)csc1NC(=O)C1CC=CCC1C(=O)O (stereo unspecified)	2	6	-1.3	-0.7	-1.0	-1	3	0	9	1.4
4	CCC(c1nnnn1Cc1ccco1)N(CCN1CCOCC1)Cc1cc2cc(C)ccc2[nH]c1=O (stereo unspecified)	-13	-6	-1.0	2.7	3.9	-1	-1	2	-12	0.9
5	O=C(Nc1ccc(C(=O)NCc2ccc(F)cc2)cc1)C1=CSCCO1	-8	2	-0.5	1.0	5.7	4	4	-2	-1	2.2
6	Cc1cc(OCC(O)CN)ccc1Cl (stereo unspecified)	4	0	-1.4	-1.4	0.3	0	14	-3	3	0.8
7	Cn1ncc(C(=O)N=S(C)(=O)c2ccccc2)c1[N+](=O)[O-] (stereo unspecified)	-4	3	0.6	-1.3	4.3	2	-18	-1	-11	1.7
8	COCCNC(=S)Nc1cc(S(=O)(=O)N2CCOCC2)ccc1N1CCCCC1	1	-1	-1.0	1.4	0.8	1	.	-4	5	-1.5
9	O=C(C1CCN(S(=O)(=O)c2cccc3nsnc23)CC1)N1CCn2c1nc1ccccc12	12	-3	-3.4	-0.3	0.0	.	1	5	-10	.
10	CCn1cc(S(=O)(=O)Nc2cc(C)ccc2F)cn1	-27	0	-2.8	1.2	1.0	2	5	-1	-16	1.3
11	COc1ccc(N2C(=O)C3CCCN3C2c2cccs2)cc1 (stereo unspecified)	-1	3	-0.3	0.5	0.3	-2	16	-16	-7	2.5
12	Cc1cccc(NC(=O)C2CCCN2/C=C/C(=O)C(F)(F)F)c1C (stereo unspecified)	-15	1	-1.9	-1.4	-0.6	.	18	1	-8	3.0
13	Cc1cc(C)c2sc(NNC(=O)C3COc4ccccc4O3)nc2c1 (stereo unspecified)	-9	-8	-1.0	3.8	2.2	0	-16	5	-13	6.8
14	O=C(COC(=O)c1cnccn1)NCc1ccc2c(c1)OCO2	-8	2	-0.5	-1.0	0.3	1	8	4	-4	-0.7
15	CCCCC(=O)NC(c1ccc(OC)c(OC)c1)c1ccc2cccnc2c1O (stereo unspecified)	-3	8	-1.4	.	.	-2	25	-5	-8	21*
16	CC(=O)Nc1ccc(NC(=O)c2ccccc2Sc2ccc([N+](=O)[O-])cc2Cl)cc1	2	3	-1.0	1.0	2.7	.	13	4	-5	3.5
17	Cc1cc(NC(=O)CCCn2cc([N+](=O)[O-])cn2)n(Cc2ccc(F)cc2)n1	7	-2	-0.5	-0.6	0.5	-2	-18	-5	0	1.5
18	O=C(NCCc1ccccc1)Oc1ccc(Cl)cc1	-5	-1	-0.6	1.3	3.4	?	3	2	-15	4.2
19	Cc1onc(-c2ccccc2)c1C(=O)NC(C)C	-4	0	-0.5	-1.6	1.2	-1	-14	-1	-5	2.7
20	CN(CCCC1CCCC1)C(=O)c1cc(COc2ccc(F)c(F)c2)on1	48	-7	-2.2	1.1	0.3	4	-13	16	4	2.5
21	COCC(C)NCc1ccccc1C (stereo unspecified)	2	-1	0.4	-0.8	0.0	.	10	-21	-9	1.0
22	CCOc1ccc2cc(C3CC(c4ccco4)=NN3S(C)(=O)=O)c(Cl)nc2c1 (stereo unspecified)	16	-2	-2.7	1.2	0.1	0	-18	-1	-14	2.8
23	CCO[C@@H]1OC(C(=O)O)=C[C@H](c2cn(C(C)=O)c3ccccc23)[C@H]1CCCO	-9	1	-0.7	-3.8	0.8	-4	4	-4	-13	4.0
24	CCCCCCC(O)(c1ccc(OC)cc1)C(CN1CCOCC1)c1ccccc1 (stereo unspecified)	10	-11	-1.1	.	.	-3	6	17	7	-2.4
25	Cc1cccc(CCNC(=O)c2cccc(NC3=NC4CS(=O)(=O)CC4S3)c2)c1 (stereo unspecified)	3	-1	-0.3	0.8	1.2	-6	6	-15	7	4.5
26	O=C(C(=O)N1CCN(C(=O)c2ccco2)CC1)c1c[nH]c2ccccc12	-1	1	-2.3	1.7	0.2	-1	17	1	-10	2.8
27	COC(=O)NC1(C(F)(F)F)C(=O)NC(C)=C1C(=O)OC (stereo unspecified)	-1	-1	-0.5	1.8	5.2	.	-1	12	-14	1.2
28	CCC(C)(C(=O)NC1CCCC1)N(C(=O)CNC(C)=O)c1ccc(C)cc1 (stereo unspecified)	2	-1	.	-0.8	1.1	-5	34	9	5	1.8
29	CCOc1ccc(/C(O)=C2/C(=O)C(=O)N(c3ccccn3)C2c2ccc(Cl)cc2)c(C)c1 (stereo unspecified)	2	-3	-1.4	.	.	1	4	-17	6	-3.2
30	Cc1ccc(NC(=O)CCc2ccc(S(=O)(=O)N3CCOCC3)cc2)c(C)c1	0	2	0.5	0.1	-1.1	.	.	5	-2	2.0
31	Cc1cc2c(cc1C)/C(=N/NC(=O)c1ccccn1)CCC2	.	.	.	0.3	2.5	-6	.	.	.	4.0
32	COc1ccc(N2C3=C(CC4=C2CC(C)(C)CC4=O)C(=O)CC(C)(C)C3)cc1	13	4	-0.3	-2.7	-2.0	-1	-2	8	-7	2.2

In the list so far, two have a COOH group.
entry	compound	Rtt109 HAT inh	DAGLB inhibitor	CAL PDZ FP	Ecoli viability	AddAB inh	Wnt act	PfHsp90 yeast 2	Tat export inh	PvdQ acylase	phage Ecoli inh
3	CCOC(=O)c1c(-c2ccc(F)cc2)csc1NC(=O)C1CC=CCC1C(=O)O (stereo unspecified)	2	6	-1.3	-0.7	-1.0	-1	3	0	9	1.4
23	CCO[C@@H]1OC(C(=O)O)=C[C@H](c2cn(C(C)=O)c3ccccc23)[C@H]1CCCO	-9	1	-0.7	-3.8	0.8	-4	4	-4	-13	4.0

(further entries)
entry	compound	Rtt109 HAT inh	DAGLB inhibitor	CAL PDZ FP	Ecoli viability	AddAB inh	Wnt act	PfHsp90 yeast 2	Tat export inh	PvdQ acylase	phage Ecoli inh
33	OC(C#CCN1CCCCCC1)(c1ccccc1)c1cccnc1 (stereo unspecified)	-1	1	-1.8	-0.8	-1.6	1	8	-4	-17	2.2
34	CCOc1ccc(NC(=O)N2CCC(NC(=O)C(Cc3ccccc3OC)NC(C)=O)CC2)cc1 (stereo unspecified)	5	-3	-1.4	2.6	1.3	0	4	-8	-5	1.2
35	CCCCn1c(SCC(=O)N(CC)C2CCS(=O)(=O)C2)nc2cc(S(N)(=O)=O)ccc21 (stereo unspecified)	13	-6	-2.9	0.5	2.3	2	-4	2	7	1.4
36	Cc1ccc(/C=N/NC(=O)c2cc(C)oc2C)cc1	.	.	.	1.4	1.5	9	.	.	.	-1.0
37	Cc1ccc(S(=O)(=O)O/N=C2\CCCc3ccccc32)cc1	-3	0	-3.6	-0.3	2.4	.	-10	0	-10	1.0
38	O=C(OC1CCOC1=O)c1ccc(NS(=O)(=O)c2cccs2)cc1 (stereo unspecified)	7	3	-0.4	-3.6	0.0	-1	.	-6	-6	2.0
39	CCN1C(=O)/C(=C/c2cnn(CC)c2C)SC1=S	-9	-5	-2.1	1.1	0.2	22	-2	1	8	3.1
40	COc1ccc(C(C)NC(=O)c2ccc([N+](=O)[O-])cc2)cc1OC (stereo unspecified)	0	0	-0.4	1.0	2.1	-2	0	-3	4	2.6
41	COCCOC(=O)c1c(C)oc2ccc(OCc3cc(C(=O)OC)oc3C)cc12	5&-4	-10	-2.4	-3.9	-3.5	-4	-5	0&-12	-8&-1	1.0
42	Cc1c(NC(=S)NC(NC(=O)CC(C)C)C(Cl)(Cl)Cl)c(=O)n(-c2ccccc2)n1C (stereo unspecified)	-4	0	-0.5	2.4	2.7	.	4	-11	1	1.3
43	CCOc1cc(N2CCOCC2)c(OCC)cc1NC(=O)CN1C(=O)N(C)C2(CCCCC2)C1=O	18	0	0.2	0.5	2.2	-4	.	7	-4	1.1
44	Cc1cc(C)c(S(=O)(=O)c2ccccc2F)c(=O)[nH]1	2	0	-0.3	-1.9	0.2	10	18	2	1	1.0
45	O=C(COC(=O)c1cccc(S(=O)(=O)N2CCCC2)c1)Nc1ccccc1Cl	-1	2	-1.7	.	.	0	.	1	-5	1.8
46	O=C(NCc1ccncc1)c1cn(-c2ccccc2)nc1-c1cccnc1	1	2	-1.7	-0.4	-2.0	-2	-6	-5	-12	8.1
47	N#Cc1ccc(C(=O)Nc2nc(-c3cccs3)c(C(=O)C(F)(F)F)s2)cc1	-5	3	-0.4	1.3	4.5	-9	4	2	0	8.1
48	Cc1nnc(SCCn2c(N3CCCCC3)nc3c2c(=O)n(C)c(=O)n3C)s1	-5	2	-2.3	-3.3	1.6	6	14	-2	-17	3.2
49	CC1CC(C)CN(C(=O)COC(=O)c2cc3ccccc3cc2O)C1 (stereo unspecified)	12	-6	-0.7	1.4	-0.9	0	5	2	-5	1.1
50	CCN(CC)C(=O)Cn1cc(S(=O)(=O)CC(=O)NCc2ccc(F)cc2)c2ccccc21	-11	1	-2.3	-0.7	2.7	0	3	-4	-12	2.2
51	CC[C@@H]1C=C(C(=O)O)[C@H](c2ccc(C#N)cc2)N1S(=O)(=O)c1ccc(C)cc1	6	0	0.0	-1.2	0.8	-2	16	-2	-4	0.1
52	COCCCNc1nc2c(c(=O)[nH]c(=O)n2C)n1CC(O)COc1ccccc1 (stereo unspecified)	1	-1	0.2	-0.8	0.6	.	.	-4	3	-0.6

Source: PubChem (several laboratories)
